From PubChem BioAssay
D2 antagonist – antagonizes the human D2 dopamine receptor; inhibition, % at 10 µM; AID 485344; HEK293 TREx D2 cells, calcium flux, dopamine EC80; 340,000 tested, 2% active; P14416; in the data active = inhibition above about 30%; also: 0% is about no effect
Target sequence (P14416 whole entry, looked up): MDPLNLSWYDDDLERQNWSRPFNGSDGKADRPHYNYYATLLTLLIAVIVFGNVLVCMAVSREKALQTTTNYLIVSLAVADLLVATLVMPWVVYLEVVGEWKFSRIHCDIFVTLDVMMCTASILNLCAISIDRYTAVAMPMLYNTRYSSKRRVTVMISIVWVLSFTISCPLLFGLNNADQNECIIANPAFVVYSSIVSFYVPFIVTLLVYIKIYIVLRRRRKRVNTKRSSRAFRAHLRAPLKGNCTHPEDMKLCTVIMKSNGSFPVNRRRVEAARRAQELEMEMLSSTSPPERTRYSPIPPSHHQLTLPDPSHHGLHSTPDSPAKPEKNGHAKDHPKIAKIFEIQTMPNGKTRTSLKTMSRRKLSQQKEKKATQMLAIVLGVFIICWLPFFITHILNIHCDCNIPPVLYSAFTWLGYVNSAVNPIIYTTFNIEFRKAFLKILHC
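HEK293 T-REx D2 cells, tet-induced, calcium dye no-wash. Cpd pintool add, 180 s kinetic, then EC80 DA, 180 s kinetic. Ca flux read.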
D1 agonist – agonists of human D1 dopamine receptor; activation, % at 2 µM; AID 504660; HEK293 T-REx D1 cells, calcium flux, agonist mode; 360,000 tested, 1% active; also: 0% is about no effect
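Agonism was scored from calcium flux recorded over 180 s (1 read/s) after pintool compound addition, following a 10-cycle baseline. Cells were inducible force-coupled HEK293 TREx D1, plated overnight at 30 C and loaded with no-wash calcium dye.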
RXFP1 antagonist – antagonists of human relaxin receptor RXFP1; HEK293-RXFP1, relaxin-stimulated cAMP HTRF, 30 min; active compounds read low; activity change, negative = inhibition, % at 57.5 µM; 350,000 tested, 0.59% active; AID 1259400;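 active = activity change of -60% or lower, but not beyond a set lower limit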; also: % is scaled to controls: 0 for no effect and ±100 for the full control effect
TRHR agonist – TRH receptor (human) agonism; P34981; TRHR cells, calcium flux fluo-8, FDSS agonist mode; activation, % at 2 µM; 360,000 tested, 0.18% active; AID 493084; also: 0% is about no effect
Target sequence (P34981 whole entry, looked up): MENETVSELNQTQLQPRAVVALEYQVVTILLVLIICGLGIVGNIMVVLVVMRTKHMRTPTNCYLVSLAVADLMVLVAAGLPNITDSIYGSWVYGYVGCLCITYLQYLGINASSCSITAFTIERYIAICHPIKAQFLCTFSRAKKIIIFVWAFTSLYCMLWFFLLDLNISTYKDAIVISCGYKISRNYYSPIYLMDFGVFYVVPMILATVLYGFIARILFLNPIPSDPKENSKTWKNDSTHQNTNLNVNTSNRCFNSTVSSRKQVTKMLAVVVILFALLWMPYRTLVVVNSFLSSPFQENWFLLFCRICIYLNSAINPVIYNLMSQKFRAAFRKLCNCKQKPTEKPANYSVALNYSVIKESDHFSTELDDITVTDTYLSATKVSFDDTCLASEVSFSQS
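TRHR-expressing cells, plated overnight in medium with 10% serum, were loaded with fluo-8 calcium dye at room temperature. After a 10 s baseline, library compound was pin-added and calcium release was recorded kinetically (ex 480/em 530) as agonist response.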
D2 PAM – positive allosteric modulators of human D2 dopamine receptor | HEK293 T-REx D2, calcium flux, EC20 dopamine potentiation | potentiation, % at 10 µM | 340,000 tested, 0.34% active;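 active = potentiation over 3 SD above the plate norm, cut at about 30% in these data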; also: 0% is about no effect
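Using a no-wash calcium dye in inducible, force-coupled HEK293 Trex cells expressing D2, we tracked fluorescence each second for 180 s after compound, then for 180 s after EC20 dopamine to detect augmented signalling.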
D2 ag – agonists of human D2 dopamine receptor; activation, % at 2 µM; HEK293 T-REx D2 cells, calcium flux agonist mode; 340,000 tested, 0.53% active; AID 485358; P14416;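 active = activation over 3 SD above normal in the single-dose calcium agonist read, cut at about 30% in these data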; also: 0% is about no effect
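HEK293 Trex D2 cells, tetracycline-induced, o/n 30 C 5% CO2; no-wash Ca dye, RT 30–90 min; 10-cycle baseline, 23 nl cpd added, kinetic Ca read 180 s; agonist hits = positive Ca response.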
D1 antag – blocks dopamine activation of the human D1 receptor; AID 504652; activity change, negative = inhibition, % at 10 µM; P21728; 360,000 tested, 3.2% active; HEK293 TREx D1 cells, calcium flux, dopamine EC80; active compounds read low; in the data active = activity change below about -30%; also: % is scaled to controls: 0 for no effect and ±100 for the full control effect
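HEK293 T-REx cells expressing inducible, force-coupled D1 receptor; no-wash Ca dye, 30–90 min RT. Cmpd → 180 s read at 1 Hz → EC80 DA → 180 s read.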
D1 potentiator – enhances dopamine response at the human D1 receptor; P21728; AID 504651; 360,000 tested, 0.036% active; HEK293 TREx D1 cells, calcium flux, dopamine EC20 potentiation; potentiation, % at 10 µM; in the data active = potentiation above about 30%; also: 0% is about no effect
TRHR enhancer – TRH receptor (human) allosteric enhancement; P34981; TRHR cells, fluo-8 calcium fluorescence, EC20 TRH enhancement; enhancement, % at 2 µM; 360,000 tested, 0.66% active; AID 493056; in the data active = enhancement above about 30%; also: 0% is about no effect
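TRHR-expressing cells loaded with fluo-8 calcium dye were read kinetically (ex 480/em 530) during compound addition, then stimulated with an EC20 of TRH (10 nM final). Enhancement of the Gq-mediated intracellular calcium response was scored.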
An asterisk follows results filed as active; nt = no result given; & = joins results of further samples. Rule as the data show it, unless noted: active = activation above about 30%; inactive = the rest.

1) COc1ccc(S(=O)(=O)N2CCOC2CNC(=O)C(=O)NCCc2c[nH]c3ccccc23)cc1C (stereo unspecified)
2) Cc1cc(C)c[n+](-c2[nH]c(=O)sc2/C=N/N=C(\[O-])c2cccnc2)c1
3) COc1ccc(Nc2ncnc3c2cnn3-c2cccc(C)c2)cc1OC
4) CCCC(=O)N1CC2(C)CN(C(=O)CCC)CC(CCC)(C1)C2=O
5) CCOc1ccc(N(CC(=O)N/N=C/c2ccccn2)S(=O)(=O)c2ccc(Cl)cc2)cc1
6) CCCn1c(SCC(=O)N2CCCC(C)C2)nnc1-c1ccccn1 (stereo unspecified)
compound no.,1,2,3,4,5,6
D2 antagonist,4,-1,-23,-11,-29,-13
D1 agonist,-2,14,0,1,4,1
RXFP1 antagonist,14,-3,nt,-4,-9,nt
TRHR agonist,-0.6,0.8,-0.6,0.4,-0.5,0.7
D2 PAM,4,2,0,17,14,2
D2 ag,0.4,-0.2,-2.5,0.6,0.3,1.3
D1 antag,5,-3,-3,-2,20,6
D1 potentiator,-3,-6,-9,-6,1,-1
TRHR enhancer,-13,1,1,-2,-2,-7

7) O=C(NN1C(=O)NC2(CCCCC2)C1=O)c1ccc(-c2ccccc2Cl)o1
8) Cc1cc(C)c2c(CC(=O)NC(C)C)coc2c1
9) COc1ccc(CC(=O)NC(C)CCc2ccccc2)cc1OC (stereo unspecified)
10) COc1ccccc1C(=O)Nc1ccc(C(=O)N2CCCC2)cc1
11) CC1CC(C)CN(CCCNC(=O)Cn2ncn3cccc3c2=O)C1 (stereo unspecified)
12) COCCNC(=O)c1cnc2sc(N3CCC(C)CC3)nn2c1=O
compound no.,7,8,9,10,11,12
D2 antagonist,-48,-8,14,9,-4,nt
D1 agonist,3,2,11,-3,2,1
RXFP1 antagonist,-7,3,3,-1,9,-10
TRHR agonist,-0.4,-0.8,-0.6,-0.1,0.3,-0.2
D2 PAM,1,10,1,-1,-1,-3
D2 ag,-2.4,-0.4,-0.2,-0.2,-0.9,-0.2
D1 antag,20,14,13,-71*,-11,-4
D1 potentiator,-1,-3,1,-10,-6,-4
TRHR enhancer,-8,-4,-6,-4,1,3

Overlap with the part before: 2 entries, then new ones.
11) CC1CC(C)CN(CCCNC(=O)Cn2ncn3cccc3c2=O)C1 (stereo unspecified)
12) COCCNC(=O)c1cnc2sc(N3CCC(C)CC3)nn2c1=O
13) COc1ccc(/C=N/NC(=O)c2c(C)nnn2-c2nonc2N)cc1OC
14) COc1ccc(/C=C2\N=C(C)OC2=O)cc1[N+](=O)[O-]
15) COn1c(C)c(C(C)=O)c2c3no[n+]([O-])c3ccc21
16) CCOc1ccc(NC(=O)CSCc2cnn(-c3ccccc3)c2-n2cccc2)cc1
17) Cc1ccccc1-c1ccccc1N
18) Nc1nnc(SCc2ccc([N+](=O)[O-])cc2)s1
compound no.,11,12,13,14,15,16,17,18
D2 antagonist,-4,nt,8,10,9,-9,1,nt
D1 agonist,2,1,6,3,3,0,1,5
RXFP1 antagonist,9,-10,-6,3,-5,-9,-4,1
TRHR agonist,0.3,-0.2,0.4,0.3,-0.2,-0.5,-0.1,-0.3
D2 PAM,-1,-3,1,-10,-5,3,1,nt
D2 ag,-0.9,-0.2,-0.3,8.5,-0.2,-1.6,-0.6,nt
D1 antag,-11,-4,5,-13,22,2,7,-3
D1 potentiator,-6,-4,-2,-4,0,0,0,4
TRHR enhancer,1,3,1,-10,5,6,13,-10

19) CCOc1ccc(CCNC(=O)c2ccc(C)c(-n3c(C)nc4cccnc43)c2)cc1OCC
20) O=C(O)/C=C/C(=O)N1CCN(c2ccccc2F)CC1
21) CCOC(=O)N1CCC(NC(=O)C2CCCN(S(=O)(=O)c3cccnc3)C2)CC1 (stereo unspecified)
22) Cc1cccc(C)c1NC(=O)Cn1c(=O)n(Cc2ccccc2)c(=O)c2c(C)c(C(=O)N(C)C)sc21
23) Cc1ccc(C)c(-c2nc3cc(N)ccc3o2)c1
24) CC1CCN(S(=O)(=O)c2ccc(C(=O)NNC(=O)C3CC3)cc2)CC1
compound no.,19,20,21,22,23,24
D2 antagonist,nt,8,2,nt,-7,-18
D1 agonist,1,8,2,3,1,2
RXFP1 antagonist,-14,12,9,9,-6,3
TRHR agonist,-0.4,0.3,0.0,-0.6,0.6,-0.3
D2 PAM,-1,-6,-5,nt,33*,-1
D2 ag,-1.0,11,1.9,-0.1,0.7,-3.8
D1 antag,2,5,5,-5,1,0
D1 potentiator,-1,-10,2,0,-4,-2
TRHR enhancer,6,7,1,7,5,3

25) O=C(c1cccc(-n2cnnn2)c1)N1CC=C(c2ccccc2)CC1
26) CSCCC(NC(=O)c1ccco1)C(=O)N1CCC(C(N)=O)CC1 (stereo unspecified)
27) CCCCN(CC)CCCNC(=O)c1cn(CC(C)C)c(=O)c2c1c1ccccc1n2C
28) CC(=O)c1ccc(NC(=O)C(C)Oc2ccc(N(C)S(=O)(=O)c3ccc(C)cc3)cc2)cc1 (stereo unspecified)
29) Cc1ccc(Cc2nc3ccccc3nc2SCC(=O)NCCc2ccccc2)cc1
30) Cc1cc([N+](=O)[O-])nn1CC(=O)Nc1cccc2nonc12
compound no.,25,26,27,28,29,30
D2 antagonist,3,0,-8,nt,nt,12
D1 agonist,7,0,0&-2,7,6,1
RXFP1 antagonist,-8,-1,-1&-13,-6,nt,11
TRHR agonist,-1.3,1.8,0.4&1.4,1.2,0.6,0.4
D2 PAM,6,-2,2&-13,nt,13,5
D2 ag,-0.7,2.1,-0.6&0.4,nt,0.4,-0.9
D1 antag,-17,1,1&-4,-5,-4,-7
D1 potentiator,-6,5,-3&1,nt,-2,-3
TRHR enhancer,11,-5,-13&-1,2,0,-1

Among those listed so far, 6 have an aryl methoxy group:
1) COc1ccc(S(=O)(=O)N2CCOC2CNC(=O)C(=O)NCCc2c[nH]c3ccccc23)cc1C (stereo unspecified)
3) COc1ccc(Nc2ncnc3c2cnn3-c2cccc(C)c2)cc1OC
9) COc1ccc(CC(=O)NC(C)CCc2ccccc2)cc1OC (stereo unspecified)
10) COc1ccccc1C(=O)Nc1ccc(C(=O)N2CCCC2)cc1
13) COc1ccc(/C=N/NC(=O)c2c(C)nnn2-c2nonc2N)cc1OC
14) COc1ccc(/C=C2\N=C(C)OC2=O)cc1[N+](=O)[O-]
compound no.,1,3,9,10,13,14
D2 antagonist,4,-23,14,9,8,10
D1 agonist,-2,0,11,-3,6,3
RXFP1 antagonist,14,nt,3,-1,-6,3
TRHR agonist,-0.6,-0.6,-0.6,-0.1,0.4,0.3
D2 PAM,4,0,1,-1,1,-10
D2 ag,0.4,-2.5,-0.2,-0.2,-0.3,8.5
D1 antag,5,-3,13,-71*,5,-13
D1 potentiator,-3,-9,1,-10,-2,-4
TRHR enhancer,-13,1,-6,-4,1,-10

Remaining list, next part:
31) CC(=O)c1ccc(NC(=O)COc2ccccc2-c2nc(C(C)C)no2)cc1
32) CCCCc1c(O)nc(SCC(=O)NCC2CCCO2)[nH]c1=O (stereo unspecified)
33) COc1ccc(/C=C/C(=O)O)cc1COc1cccc(C)c1
34) NC(=S)N/N=C/C=C/c1ccccc1
35) Nc1ccccc1-c1n[nH]c(=S)s1
36) Cc1c(Cl)cccc1NS(=O)(=O)c1ccc(-c2cnc(C3CC3)o2)cc1
compound no.,31,32,33,34,35,36
D2 antagonist,nt,3,40*,-9,-1,nt
D1 agonist,-1,2,-1,0,-2,10
RXFP1 antagonist,nt,-5,0,-10,-14,nt
TRHR agonist,-0.3,0.6,0.0,-0.5,-0.5,0.6
D2 PAM,0,-2,-19,-2,4,1
D2 ag,-1.3,-1.3,0.1,1.0,0.1,0.2
D1 antag,-10,5,-1,8,7,-8
D1 potentiator,-2,1,-18,-6,1,-1
TRHR enhancer,2,1,-21,-1,2,-5

37) O=C(NC1CCCCC1)C(c1cc2c(cc1[N+](=O)[O-])OCO2)N1CCCCC1 (stereo unspecified)
38) O=C(O)C(NS(=O)(=O)c1cccc2nsnc12)c1ccccc1 (stereo unspecified)
39) Cc1ccc(-c2ccc(=O)n(CC(=O)NCc3ccc(F)cc3)n2)cc1
40) COCC(C)NS(=O)(=O)c1ccccc1 (stereo unspecified)
41) [N-]=[N+]=NCC/C=C\C1NS(=O)(=O)OCC1O (stereo unspecified)
42) Cn1c(=O)c2c(nc(N3CCCCC3)n2CCNC2=NCCC2)n(C)c1=O
compound no.,37,38,39,40,41,42
D2 antagonist,8,-9,-6,-1,18,-18
D1 agonist,0,2,1&-2,2,1,2
RXFP1 antagonist,nt,18,6&6,-11,nt,-9
TRHR agonist,-0.6,0.3,-0.4&-0.2,0.3,0.0,0.8
D2 PAM,-1,-6,-18,15,1,-3
D2 ag,2.3,0.5,1.1&-0.1,1.3,0.9,0.9
D1 antag,7,-3,-12&-26,0,4,1
D1 potentiator,1,-1,-2&3,0,-1,-3
TRHR enhancer,0,0,5&5,-4,6,-1

43) COc1ccc(S(=O)(=O)Nc2ccc(C(F)(F)F)cc2)cc1OC
44) CC(=O)N1C(=O)/C(=C2\SC(=S)N(NC(=O)c3ccc(O)cc3)C2=O)c2ccccc21
45) CCN(CC)C(=O)OCCc1cc2ccccc2c(=O)o1
46) O=C(COC(=O)CSc1ccc(Cl)cc1)Nc1ccccc1
47) COc1ccccc1N1CCN(C(=O)c2cc3c(-c4ccccc4F)nn(C)c3s2)CC1
48) Cc1ccc(N(C)S(=O)(=O)c2ccc3[nH]cc(C(=O)O)c(=O)c3c2)cc1C
compound no.,43,44,45,46,47,48
D2 antagonist,-2,6,-7,2,nt,nt
D1 agonist,11,1,2,2,6,-2
RXFP1 antagonist,1,-5,nt,0,-10,3
TRHR agonist,-0.1,0.1,0.1,-0.5,0.2,0.3
D2 PAM,14,13,18,6,-8,-8
D2 ag,1.4,2.1,0.4,0.4,0.5,-0.1
D1 antag,-13,3,nt,1,15,3
D1 potentiator,4,-1,0,3,2,5
TRHR enhancer,-1,1,-1,5,-9,-2

49) CCCn1c(SCc2nc(-c3ccc(OC)c(OC)c3)no2)nnc1-c1ccccc1
50) CC1(C)CSC(=S)N1S(=O)(=O)c1ccccc1
51) N#Cc1ccccc1S(=O)(=O)N1CCN(C(=O)CN2C(=O)NC3(CCCC3)C2=O)CC1
52) O=C(CNC(=O)c1ccc(Cl)cc1)Nc1ccccc1C(F)(F)F
53) CN(C)CCNC(=O)CN1C(=O)CSc2ccc(S(=O)(=O)N3CCCCC3)cc21
54) CC(NC(=O)CSc1nc2ccccc2n1C)c1ccccc1 (stereo unspecified)
55) N#Cc1c(N)c(C#N)c(-c2ccc(O)cc2)c2c1CCCC2
56) O=C(CCC(=O)Nc1nnc(C2CCCCC2)s1)NCC1CCCO1 (stereo unspecified)
57) O=c1c2[nH]c3ccc(F)cc3c2ncn1CCCN1CCOCC1
compound no.,49,50,51,52,53,54,55,56,57
D2 antagonist,nt,-8,0,-7,3,20,4,-2,12
D1 agonist,1,3,7,-1,7,-1,4,-1,3
RXFP1 antagonist,nt,-9,-5,4,17,-9,-15,-2,-3
TRHR agonist,-0.5,1.1,0.3,0.1,0.3,-1.1,-0.2,0.2,-0.5
D2 PAM,10,-12,11,8,-5,4,-16,-8,-2
D2 ag,2.5,0.1,0.4,0.2,0.7,-1.1,0.3,0.7,-0.1
D1 antag,-27,-11,-20,6,2,0,0,8,-26
D1 potentiator,-1,3,2,5,-3,-3,-10,-1,1
TRHR enhancer,14,3,-1,-4,-3,4,-9,2,8
